CYP2C19 activ – increases human CYP2C19 enzyme activity; recombinant CYP2C19, luciferin-H EGE luminescence; hits give high values; 0 = fully inhibited enzyme, 1 = untreated enzyme; activation factor at 5 µM; 96,000 tested, under 10 active;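 active means activation factor of at least 2 at 5 µM in the primary screen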;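 further: 0 = wells with 2.5 mM tranylcypromine and 1 = vehicle-only wells; values of inactives mirror those of a sister screen read the other way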
HIV Rev-RRE inh – HIV Rev-RRE protein-RNA interaction inhibition. P05866. Rev peptide-RRE RNA binding, FRET. inhibition, % at 8 µM. 97,000 tested, 0.79% active. AID 704;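 active means inhibition above the screen-wide mean plus 3 SD, cut at about 35% in these data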;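 further: 0% = median DMSO wells and 100% = median Neomycin B control wells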
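Test system – labelled RRE RNA duplex and labelled Rev peptide · Reagent – labelled Rev peptide · Doses – one concentration, 8 µM nominal · Incubation – 5 + 15 min at 25 °C · Signal – FRET fluorescence readout · Read-out basis – % inhibition of FRET ratio versus controls · Control set – DMSO wells as 0% and neomycin B wells as 100% inhibition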
CYP2C9 activ – activators of human CYP2C9 | P11712 | recombinant CYP2C9, luciferin-H conversion, luminescence; hits give high values; factor 1 = untreated enzyme, 0 = blocked | AID 1024 | activation factor at 5 µM | 96,000 tested, 1.4% active;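 active means activation factor of 2 or more for CYP2C9 at a 5 µM dose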;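 further: 0 = sulfaphenazole-blocked wells and 1 = vehicle-only wells; values of inactives mirror those of a sister screen read the other way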
Target sequence (P11712 whole entry, looked up): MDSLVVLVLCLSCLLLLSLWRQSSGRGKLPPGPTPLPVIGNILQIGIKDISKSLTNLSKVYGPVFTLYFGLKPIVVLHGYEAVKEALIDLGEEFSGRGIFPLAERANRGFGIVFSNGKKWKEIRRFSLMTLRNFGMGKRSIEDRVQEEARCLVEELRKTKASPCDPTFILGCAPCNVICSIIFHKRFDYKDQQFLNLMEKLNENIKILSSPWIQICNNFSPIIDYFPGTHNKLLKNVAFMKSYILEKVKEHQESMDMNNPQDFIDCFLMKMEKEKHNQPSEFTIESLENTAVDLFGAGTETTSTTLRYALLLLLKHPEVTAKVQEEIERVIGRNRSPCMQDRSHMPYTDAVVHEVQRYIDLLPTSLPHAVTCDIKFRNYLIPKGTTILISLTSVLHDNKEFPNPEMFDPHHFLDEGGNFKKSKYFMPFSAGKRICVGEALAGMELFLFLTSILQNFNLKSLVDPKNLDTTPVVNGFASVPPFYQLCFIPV
PLK1 inh – inhibitors of human PLK1 kinase; recombinant PLK1 kinase, TR-FRET peptide phosphorylation; P53350; inhibition, % at 10 µM; 97,000 tested, 0.53% active;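 active means inhibition of 50% or more in the single-concentration screen; inactive means inhibition below 50%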;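 further: 0% = DMSO max control and 100% = H-89 dihydrochloride min control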
CYP2C9 inh – blocks human cytochrome P450 2C9; P11712; CYP2C9 Supersomes, luciferin-H conversion, luminescence; inhibition, % at 5 µM; 96,000 tested, 20% active; AID 777;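 active means blocking of liver enzyme CYP2C9 beyond about 50% at 5 µM, limit read from the data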; further: values of inactives mirror those of a sister screen read the other way
EphB4 antag – blocks human EphB4 binding to ephrin-B2. P54760. EphB4 LBD / TNYL-RAW-Alexa532 peptide, fluorescence polarization. inhibition, % at 7 µM. 97,000 tested, 0.15% active. AID 720;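 active means inhibition above the screen-wide mean inhibition plus 3 SD, cut at about 15% in these data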;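 further: 0% = DMSO wells and 100% = excess unlabeled TNYL-RAW peptide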
Plk1 PBD FP – Plk1 (human) PBD binding inhibition | 97,000 tested, 0.13% active | inhibition, %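 (tested at about 20 µM)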 | Plk1 PBD phosphopeptide binding, fluorescence polarization; in the data active means inhibition above about 34%, passing the limit was not always enough
CYP2C19 inhib – blocks human cytochrome P450 2C19. P33261. CYP2C19 Supersomes, luciferin-H EGE luminescence, 30 min. inhibition, % at 5 µM. 96,000 tested, 21% active. AID 778;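 active means CYP2C19 inhibition above a set limit at 5 µM in the primary screen, cut at about 50% in these data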;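 further: plate controls were negative control wells for no effect and 2.5 mM tranylcypromine positive control for full effect; values of inactives mirror those of a sister screen read the other way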
PLAP activator – activators of human placental alkaline phosphatase | P05187 | activation fold at 20 µM | 96,000 tested, 1.2% active | purified PLAP enzyme, luminescent substrate read-out; hits give high values | AID 696; in the data active means activation fold above about 2
Target sequence (P05187 whole entry, looked up): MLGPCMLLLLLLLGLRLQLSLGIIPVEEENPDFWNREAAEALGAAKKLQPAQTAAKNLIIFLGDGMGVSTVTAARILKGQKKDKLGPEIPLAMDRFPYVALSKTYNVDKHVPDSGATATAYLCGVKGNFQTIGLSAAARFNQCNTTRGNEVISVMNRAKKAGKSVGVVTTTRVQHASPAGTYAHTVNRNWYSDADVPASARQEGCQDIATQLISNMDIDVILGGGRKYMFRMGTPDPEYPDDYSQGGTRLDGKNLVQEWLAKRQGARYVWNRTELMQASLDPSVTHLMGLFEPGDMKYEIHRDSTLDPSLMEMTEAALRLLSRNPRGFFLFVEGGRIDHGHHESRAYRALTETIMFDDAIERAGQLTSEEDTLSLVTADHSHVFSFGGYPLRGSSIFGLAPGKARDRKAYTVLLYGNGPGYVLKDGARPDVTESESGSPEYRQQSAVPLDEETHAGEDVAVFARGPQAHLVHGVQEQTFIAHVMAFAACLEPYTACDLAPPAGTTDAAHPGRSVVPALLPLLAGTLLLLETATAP
Starred values were filed as active, the others as inactive; . = no result given; & = joins results of further samples.

SMILES	CYP2C19 activ	HIV Rev-RRE inh	CYP2C9 activ	PLK1 inh	CYP2C9 inh	EphB4 antag	Plk1 PBD FP	CYP2C19 inhib	PLAP activator
C/C(CCc1oc2ccc(Cl)cc2c1-c1ccc(C)o1)=N\O	.	3	.	-8	.	1	-1	.	.
Cc1cc(C)n(C(=O)COc2ccccc2C)n1	.	6	.	-8	.	1	-21	.	.
COc1cc2c(cc1NC(=O)CCCCCN1C(=O)CCC1=O)oc1ccccc12	0.9	6	1	-12	0	7	-9	9	1.7
CCOCCCNS(=O)(=O)c1ccc(NC(=O)N2c3ccccc3Sc3ccccc32)cc1	0.5	4	0.1	-2	92*	-2	-42	46	1.4
CC(=O)Nc1ccc(S(=O)(=O)NCc2ccc(C(=O)NC(C)c3ccccc3)cc2)cc1 (stereo unspecified)	0.7	2	0.1	-13	91*	-2	3	26	0.7
CCCNC(=O)CN(C1CCCCC1)S(C)(=O)=O	1.1	3	1.1	-11	-13	-8	-19	-11	1.1
CCOc1ccc(NC(=O)Cn2nnc(-c3ccccc3NC(=O)CC)n2)cc1	0	5	0.1	-2	89*	-1	31	100*	1.2
COc1cccc(-n2nnc3c(=O)n(Cc4ccc(C)cc4)cnc32)c1	1	4	1	0	-2	7	27	3	1
O=C(c1ccco1)N1c2ccccc2Sc2ccccc21	.	12	.	-12	.	2	2	.	.
CCn1c(SCC(=O)N2CCCC2)nnc1-c1ccc(S(=O)(=O)N2CCCCCC2)cc1	0.8	5	0.8	-5	20	-6	12	20	1.5
Cn1c(=O)c2c(nc(CN3CCN(C(=O)c4ccco4)CC3)n2Cc2cccc(Cl)c2)n(C)c1=O	0.7	11	0.6	0	35	12	-4	32	1.6
CC(C)OC(=O)CSc1nnc(-c2ccco2)n1N	1.1	7	1.1	-5	-12	1	-9	-7	1.1
COc1ccc(C(=O)Nc2ccc(Cl)cc2C(=O)NCc2ccco2)cc1	.	6	.	-48	.	5	-2	.	.
O=C(Nc1ncnc2sc3c(c12)CCCCC3)c1ccco1	1	3	1.1	-16	-10	4	3	3	1
CCC(=O)N(Cc1cc2ccc(C)cc2n2nnnc12)C1CCCCC1	.	7	.	-11	.	4	2	.	.
CCN(c1cccc(C)c1)S(=O)(=O)c1ccc2[nH]c(=O)c(=O)[nH]c2c1	0.7	4	0.3	-8	69*	-7	5	32	1.5
COc1cccc(CNc2nc3nc(C)cc(C)n3n2)c1	0.7	3	1.6	0	-61	-2	-6	29	1.2
O=C(COc1ccc(F)cc1)Nc1ccc(-n2cnnn2)cc1	0.2	0	0.8	-9	25	8	8	76*	1
CCCCCNc1nc(-c2ccccc2)cs1	0.2	-3	0.4	2	64*	-1	8	76*	0.5
Cc1ccc(N2CC(C(=O)NCc3ccc4c(c3)OCO4)CC2=O)cc1C (stereo unspecified)	0.9	1	2.2*	-9	-124	-2	4	8	1.3
O=C(NCCO)c1cc2ccccc2c(=O)s1	1.1	3	1.1	-7	-10	-2	3	-10	1
CN(C)c1ccc(Nc2nc(-c3cccnc3)cs2)cc1	0.2	3	0.5	-12	46	2	-8	81*	1.1
O=C(CN1CCCCC1)Nc1ccc(S(=O)(=O)NC2CCCCC2)cc1	0.5	-3	0.3	-7	72*	-15	28	47	1.5
O=C(CC1SC2=NCCN2C1=O)Nc1ccccc1 (stereo unspecified)	1	4	0.9	3	6	-4	33	2	1
O=C(O)CC(=O)NC12CC3CC(CC(C3)C1)C2	1.4&0.8	6&7	1&0.8	-1&-8	-1&25	-4&-2	-7&-3	-38&23	0.9&0.7
CCOC(=O)c1ccc2c(c1)nc(SCC(=O)c1cc3ccccc3o1)n2CC	0.6	25	0.2	-13	78*	-2	-26	41	1.7
N#Cc1cc(C(=O)c2cc(Br)ccc2O)cn(C2CCCCC2)c1=O	1.1	17	1.1	-7	-13	7	-28	-13	1.2
CCOc1ccc(N2C(N)=NC(N)=NC2(C)C)cc1	1.2	3	1.1	-2	-13	2	-30	-17	1
CC1(C)CC(=O)C=C(NCc2cccs2)C1	0.6	0	0.9	-10	8	-7	-18	45	0.9
CC(C)(C)n1nnnc1CN(Cc1cccnc1)Cc1ccccc1Cl	0.1	6	0.5	-1	47	1	-4	88*	1.6
CC(=O)CCc1ccc(OCCCCn2cncn2)cc1	0.5	3	0.8	7	24	-8	-4	47	1.1
COC(=O)CSc1nc2cc(Cl)ccc2c(=O)n1C1CCCC1	0.8	9	0.7	-6	26	-3	4	19	1
CCC(NC(=O)c1ccccc1NC(=O)c1ccccc1)C(=O)O (stereo unspecified)	1.2	4	1.1	-10	-8	1	-10	-16	1.1
CC1Cc2ccccc2N1C1=NS(=O)(=O)c2ccccc21 (stereo unspecified)	1	-2	1.5	-3	-52	0	-13	-4	1
COC(=O)C1=C(C)Nc2ncnn2C1c1ccco1 (stereo unspecified)	1.1	4	0.9	-1	9	4	-9	-5	0.8
COc1cc(Cl)c(S(=O)(=O)NCc2ccccn2)cc1Cl	0.2	5	1.3	-2	-31	-6	11	81*	2.3*
CC(C)(C)C(=O)OCC1OC(n2cnc(C(N)=O)n2)C(O)C1O (stereo unspecified)	1.1	3	1.1	-10	-9	-6	4	-14	1
Nc1nc(N)c2sc3nc4c(cc3c2n1)CCC4	0.9	4	1	-10	0	7	1	12	0.9
COc1cc(Br)cc(CN2CCN(C=O)CC2)c1O	0.7	3	1	-1	-2	2	5	27	1.1
COc1cccc(/C(C)=N/NC(=O)c2ccc(N(C)C)cc2)c1	0.7	0	1.1	-18	-12	-8	1	31	0.9
Cn1c(=O)c2c(nc(CN3CCN(C(=O)c4ccco4)CC3)n2Cc2ccc(F)cc2)n(C)c1=O	1	3	1	-12	-5	1	4	-5	1.5
COc1ccc(CNc2nc3c(c(=O)n(Cc4ccc(F)cc4)c(=O)n3C)n2C)cc1	0.1	4	0.2	-6	81*	7	0	91*	0.9
CC(C)NCC(O)COCc1ccc(Cl)cc1 (stereo unspecified)	0.9	7	1.1	-7	-7	3	-7	12	0.8
COCCN(C(=O)COc1ccccc1)c1nnc(-c2cccnc2)s1	0.7	4	0.8	-13	16	-9	-18	26	1
CCC1(CC)Cc2ccccc2C(=C(C#N)C#N)N1	0.8	7	0.8	-2	15	4	-12	23	0.9
COc1ccc(OC)c(NC(=O)Cn2cc(C#N)c3cc(Br)ccc32)c1	0.1	5	0	-4	99*	4	-4	93*	0.9
CC1=C(C(=O)Nc2ccccc2)C(c2sccc2C)n2nnnc2N1 (stereo unspecified)	0.8	10	1	-7	2	1	-8	21	0.9
CCN(C(=O)c1coc(=O)c2ccccc12)c1cc(OC)ccc1OC	0.6	2	0.4	-8	64*	2	-9	38	1
COc1ccc(-c2nc(C3CCCCC3)no2)cc1OC	1	6	1.1	-5	-13	2	6	-4	1.3
CC(=O)N1C=CN(C(C)=O)C(c2cn(C)c3ccccc23)C1c1cn(C)c2ccccc12 (stereo unspecified)	0.9	.	1.1	.	-12	.	.	13	1.8
Cn1c(C(=O)N2CCCC(C(=O)O)C2)cc2sccc21 (stereo unspecified)	1	9	1	-7	4	8	6	1	0.9
COc1ccc(NC(=O)C2CCCN(c3c4c(nc5ncnn35)CCC4)C2)cc1OC (stereo unspecified)	0.9	10	0.6	-5	38	5	-12	13	1.3
CCOC(=O)N1CCC(Nc2c(-c3ccccc3)c(=O)c2=O)CC1	0.7	0	0.7	-15	26	0	-9	33	1
CCN(CC)c1ccc(NC(=O)COC(=O)C23CCC(=O)N2c2ccccc2S3)cc1 (stereo unspecified)	0.9	4	0.7	-7	33	1	11	8	1.8
Cc1ccc(C(O)(c2ccccc2)c2ccccc2C(C)N(C)C)c(C)c1 (stereo unspecified)	0.7	7	1.3	-6	-29	-1	8	30	1.4
CC(=O)Nc1ccc(S(=O)(=O)NC(C(=O)O)C2=CCC=CC2)cc1 (stereo unspecified)	1.1	8	1.1	-10	-6	2	-14	-7	1.3
Cc1ccccc1NC(=O)CSC1=C(C#N)C(c2ccsc2)CC(=O)N1 (stereo unspecified)	0.7	8	1.4	-4	-45	10	-13	27	1.1
COc1cccc(C2C(C(=O)Nc3ccc(C)cc3C)=C(C)Nc3ncnn32)c1OC (stereo unspecified)	0.9	-1	0.9	-8	5	-4	19	11	1.2
Clc1ccc(-c2noc(CCCc3ccccc3)n2)cc1	1	21	1.1	-10	-7	6	5	-2	0.7
COc1ccc(CCNC(=O)CN(c2ccccc2OC)S(C)(=O)=O)cc1	0.1	6	0	0	97*	-5	-12	93*	1

Continuation.
SMILES	CYP2C19 activ	HIV Rev-RRE inh	CYP2C9 activ	PLK1 inh	CYP2C9 inh	EphB4 antag	Plk1 PBD FP	CYP2C19 inhib	PLAP activator
Oc1c(CN2CCCCC2)cc(COCc2ccccc2)c2cccnc12	1	8	0.9	6	15	20*	-19	3	1.8
O=C(NCc1ccncc1)c1nnc(Cc2c(F)cccc2Cl)o1	0.2	2	0.2	1	83*	0	8	80*	0.9
O=C(Nc1nccs1)c1ccc(CSc2nnnn2-c2ccccc2)cc1	0.1	7	0.1	-3	92*	-5	-7	92*	1.1
COc1ccc2nc(NC(=O)CSc3nccc(C)n3)sc2c1	0.7	5	0.9	-2	14	7	-10	30	1.1
COc1cc(NS(=O)(=O)c2ccc(Br)cc2)c(OC)cc1NC(=O)c1ccco1	0	11	0	-7	100*	-7	-21	98*	1.3
COc1ccc(-c2cc(C(=O)N3CCN(c4ccccc4)CC3)c3ccccc3n2)cc1OC	0.1	7	0.1	-9	93*	1	-2	89*	1.6
O=S1(=O)N=C2CCCN2C(c2ccc(F)cc2)N1 (stereo unspecified)	1	4	1.1	-7	-15	-2	15	-4	1
c1ccc2c(c1)nc(N1CCOCC1)c1nncn12	1	4	0.8	-3	15	0	-13	2	0.9
CCC(C)NC(=O)C1c2cc(OC)c(OC)cc2C(=O)N(C)C1c1ccc(OC)cc1 (stereo unspecified)	.	1	.	-12	.	3	5	.	.
CCOC(=O)/C=C1\CC(=O)Nc2cc(C)c(C)cc2N1	0.9	5	1	-13	5	0	-1	6	1.1
Cn1cc(SCC(=O)Nc2nc3ccccc3s2)c2ccccc21	1.2	6	1.3	-3	-29	-5	3	-20	0.9
COC(=O)c1ccc(CSc2nc3ccc(Cl)cc3[nH]2)o1	0.5	4	0.2	-3	80*	-5	-15	54*	1.7
COC(=O)C1=C(NC(=O)c2cccc(OC)c2)CCS1	0.9	7	0.8	3	19	3	-11	8	1
CCCCC(NC(C)=O)c1nc2ccccc2n1CCC (stereo unspecified)	.	4	.	-5	.	3	-8	.	.
Cc1cc(NC(=O)CN2CCN(c3ncccn3)CC2)no1	1.1	3	1	-3	1	-1	-14	-10	1

Random excerpt: four compounds from above
SMILES	CYP2C19 activ	HIV Rev-RRE inh	CYP2C9 activ	PLK1 inh	CYP2C9 inh	EphB4 antag	Plk1 PBD FP	CYP2C19 inhib	PLAP activator
COC(=O)c1ccc(CSc2nc3ccc(Cl)cc3[nH]2)o1	0.5	4	0.2	-3	80*	-5	-15	54*	1.7
COC(=O)C1=C(NC(=O)c2cccc(OC)c2)CCS1	0.9	7	0.8	3	19	3	-11	8	1
O=S1(=O)N=C2CCCN2C(c2ccc(F)cc2)N1 (stereo unspecified)	1	4	1.1	-7	-15	-2	15	-4	1
Cc1cc(NC(=O)CN2CCN(c3ncccn3)CC2)no1	1.1	3	1	-3	1	-1	-14	-10	1

Screens deposited in PubChem BioAssay by several laboratories.
